CHRM4 PAM = human M4 muscarinic receptor positive allosteric modulators, primary screen, CHO-K1 cells, Fluo-8 calcium fluorescence; Muscarinic acetylcholine receptor M4 (Homo sapiens), P08173; AID 624126, 2012; CHO-K1 hM4/Gqi5, ACh EC20; 0% = ACh EC20, 100% = maximal ACh; activation, % at 3 µM; actives 0.4% (n = 360,000);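 active = activation above its plate's cutoff, the mean activation of sample wells plus 3 SD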; also: some results filed as inactive read as strong as hits
Target sequence (P08173 whole entry, looked up): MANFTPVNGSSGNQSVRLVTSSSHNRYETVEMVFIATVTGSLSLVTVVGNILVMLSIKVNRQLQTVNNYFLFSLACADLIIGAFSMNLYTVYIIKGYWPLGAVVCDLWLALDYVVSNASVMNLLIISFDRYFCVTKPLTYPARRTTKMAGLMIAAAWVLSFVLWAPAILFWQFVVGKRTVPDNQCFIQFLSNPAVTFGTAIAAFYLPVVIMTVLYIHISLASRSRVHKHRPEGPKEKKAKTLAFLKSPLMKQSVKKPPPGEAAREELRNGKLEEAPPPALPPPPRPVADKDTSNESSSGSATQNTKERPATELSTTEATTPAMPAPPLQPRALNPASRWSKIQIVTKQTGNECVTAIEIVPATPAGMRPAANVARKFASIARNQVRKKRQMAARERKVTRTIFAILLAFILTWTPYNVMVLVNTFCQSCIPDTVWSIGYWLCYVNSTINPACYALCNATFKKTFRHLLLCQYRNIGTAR
CHRM4 agonist = human M4 muscarinic receptor agonists, primary screen, CHO-K1 cells, Fluo-8 calcium fluorescence | Muscarinic acetylcholine receptor M4 (Homo sapiens), P08173 | CHO-K1 hM4/Gqi5; vehicle 0%, full acetylcholine response 100% | activation, % at 3 µM | actives 0.14% (n = 360,000);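 active = activation above the run mean over all test wells plus 3 SD, cut at about 32% in these data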;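 also: peak over basal fluorescence ratio per well then scaled between controls; 0% = DMSO wells and 100% = acetylcholine at EC100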
CHRM5 agonist = human M5 muscarinic receptor agonists, primary screen, CHO-K1 cells, Fluo-8 calcium fluorescence; actives 0.19% (n = 360,000); activation, % at 3 µM; Muscarinic acetylcholine receptor M5 (Homo sapiens), P08912; AID 624037, 2012; CHO-K1 hM5 cells; 0% DMSO wells, 100% maximal acetylcholine response;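 active = activation above the run's mean over test compounds plus 3 SD, cut at about 23% in these data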;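 also: signal is peak over basal fluorescence ratio across the kinetic read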
CHRM5 antagonist = human M5 muscarinic receptor antagonists, primary screen, CHO cells, Fluo-8 calcium fluorescence; CHO-hM5 cells, ACh EC80; inhibition, % at 3 µM; actives 0.59% (n = 360,000); AID 624040, 2012;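 active = inhibition above a per-plate cutoff, the mean of that plate's test compounds plus 3 SD, cut at about 27% in these data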;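 also: 0% = acetylcholine EC80 with DMSO and 100% = DMSO without agonist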
CRFR2-BP antag = antagonists of CRF-BP/CRF-R2 complex, primary screen, cell-based, HEK293, calcium dye fluorescence, uHTS | inhibition, % at 11.8 µM | CRF-induced calcium fluorescence | actives 0.59% (n = 350,000);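 active = inhibition of the ligand-induced calcium signal above about 50% at the single tested concentration, limit read from the data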
CHRM4 antagonist = human M4 muscarinic receptor antagonists, primary screen, CHO cells, Fluo-8 calcium fluorescence | Muscarinic acetylcholine receptor M4 (Homo sapiens), P08173 | CHO-hM4 cells, ACh EC80 | inhibition, % at 3 µM | actives 0.73% (n = 360,000);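 active = inhibition above its plate's cutoff, the mean inhibition of sample wells plus 3 SD, cut at about 27% in these data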;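 also: 0% = acetylcholine EC80 with DMSO and 100% = DMSO without agonist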
CHRM1 PAM = human M1 muscarinic receptor positive allosteric modulators, primary screen, CHO-K1 cells, Fluo-8 calcium fluorescence, 1536-well; Muscarinic acetylcholine receptor M1 (Homo sapiens), P11229; CHO-K1 hM1, ACh EC20; 0% = ACh EC20, 100% = maximal ACh; activation, % at 3 µM; actives 0.088% (n = 360,000); AID 588819, 2011; in the data active = activation above about 19%, passing the limit was not always enough
Target sequence (P11229 whole entry, looked up): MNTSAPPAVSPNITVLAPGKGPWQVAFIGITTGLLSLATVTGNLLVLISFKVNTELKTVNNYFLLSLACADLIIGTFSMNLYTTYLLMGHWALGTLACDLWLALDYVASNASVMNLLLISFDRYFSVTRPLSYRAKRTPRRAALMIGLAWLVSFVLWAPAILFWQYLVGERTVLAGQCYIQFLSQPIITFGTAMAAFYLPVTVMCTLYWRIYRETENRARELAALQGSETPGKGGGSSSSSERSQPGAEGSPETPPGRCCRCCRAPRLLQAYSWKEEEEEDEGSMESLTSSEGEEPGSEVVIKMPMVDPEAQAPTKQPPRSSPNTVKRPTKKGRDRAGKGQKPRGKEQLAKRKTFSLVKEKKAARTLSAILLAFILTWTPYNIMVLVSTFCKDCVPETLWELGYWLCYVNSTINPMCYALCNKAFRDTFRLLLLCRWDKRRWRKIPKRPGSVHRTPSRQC
CRFBP-R2 agonist = agonists of CRF-BP/CRF-R2 complex, primary screen, cell-based, HEK293, calcium dye fluorescence, uHTS; CRF-binding protein / CRF receptor 2 complex (human); calcium dye fluorescence (FLIPR); percent of saturating CRF peptide response; activation, % at 13.2 µM; actives 0.46% (n = 350,000);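 active = activation of at least 50%, plus an integration ratio under a set limit after plate pattern correction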;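 also: plate controls were neutral control wells without compound for no effect and CRF at EC100 for full effect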
M5 PAM = human M5 muscarinic receptor positive allosteric modulators, primary screen, CHO-K1 cells, Fluo-8 calcium fluorescence; CHO-K1 hM5, ACh EC20 PAM; 0% = ACh EC20, 100% = ACh EC100; activation, % at 3 µM; actives 0.3% (n = 360,000); AID 624038, 2012;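 active = activation above the run cutoff, the mean activation of all test compounds plus 3 SD, cut at about 18% in these data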
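System: CHO-K1 hM5 cells. Reagent: acetylcholine, EC20 level. Compound dosing: single dose, 3 µM nominal final test concentration. Timing: Post-acetylcholine fluorescence recording 140 s. Detection: Fluo-8 calcium fluorescence. Read-out: % activation, ACh-normalized. Benchmarks: ACh EC20 and EC100 wells. Repeats: singlicate, one well per test compound.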
Numbers without * were called inactive; . = not tested or not shown.

SMILES | CHRM5 agonist | CHRM4 antagonist | CHRM1 PAM | CHRM4 PAM | CRFR2-BP antag | M5 PAM | CHRM4 agonist | CRFBP-R2 agonist | CHRM5 antagonist
Cc1ccc(-c2ccc(CN3C(CC(C)C)C(=O)N(Cc4cn(CCC5OCCCO5)nn4)CCS3(=O)=O)cc2)cc1 (configuration not stated) | 1 | 4 | 5 | -5 | 9 | -3 | 13 | -0.2 | 5
CCN(C(=O)COC(=O)COc1ccccc1Cl)c1c(N)n(Cc2ccccc2)c(=O)[nH]c1=O | 1 | 12 | -1 | 1 | 6 | 0 | 1 | -1.3 | 8
Cn1cnc([N+](=O)[O-])c1S(=O)(=O)Oc1cccc2ccccc12 | -1 | 16 | 22 | 0 | 22 | -2 | 4 | 18 | 13
Cc1ccc(N2CC(C(=O)OCC(=O)C(C)(C)C)CC2=O)cc1C (configuration not stated) | -2 | -8 | 8 | -2 | -8 | -4 | 2 | -0.8 | 6
Nn1c(SCC(=O)Nc2ccc(F)c(F)c2)nnc1C1CCCCC1 | -2 | -11 | 6 | 17 | -4 | 3 | 1 | -0.5 | -6
c1ccc(CNc2c3c(nc4ncnn24)CCC3)cc1 | 3 | -7 | 4 | -1 | -10 | 4 | 2 | 4.2 | 4
COc1ccc2cc(C(=O)N3CCCCCC3)sc(=O)c2c1OC | 3 | 11 | -5 | -1 | -12 | -6 | 2 | 4.8 | 5
c1ccc2c(c1)nnn2Cc1nnc2sc(-c3ccc4c(c3)OCCO4)nn12 | -1 | -19 | 4 | -4 | 1 | -5 | -1 | 0.3 | -9
COCCN(C(=O)CNC(=O)c1ccco1)C(C(=O)NC1CCCC1)c1cccc(OC)c1 (configuration not stated) | 1 | -1 | 4 | 0 | -12 | -2 | 1 | -0.5 | 24
Cc1ccnc(SCC(=O)N2CCc3ccccc32)n1 | 0 | -12 | 5 | 9 | 11 | 4 | 1 | 3.4 | -7
CCC1Sc2ccc(S(=O)(=O)CCC(=O)N3CCc4ccccc43)cc2NC1=O (configuration not stated) | -5 | -5 | 12 | -1 | -22 | 0 | 2 | -0.4 | -9
Cc1ccc(NC(=O)c2ccc(COc3ccccc3)o2)nc1 | -5 | -2 | 12 | 6 | 2 | 5 | 2 | 0.2 | -2

Additional results
SMILES | CHRM5 agonist | CHRM4 antagonist | CHRM1 PAM | CHRM4 PAM | CRFR2-BP antag | M5 PAM | CHRM4 agonist | CRFBP-R2 agonist | CHRM5 antagonist
CCc1ccc(N2C(=O)Nc3ccc(Br)cc3C2(O)C(=O)NCCN(C)C)cc1 (configuration not stated) | -3 | -9 | 19 | -7 | 5 | -3 | 2 | 3.3 | 2
Cc1ccc(-n2nc3c4c(cccc4c2=O)-c2ccccc2-3)cc1 | -3 | 2 | -5 | -4 | -18 | -7 | 0 | 5.8 | 4
CCc1ccc(NC(=O)CSc2nc3cc(C(=O)OC)ccc3c(=O)n2CC2CCCO2)cc1 (configuration not stated) | 1 | 6 | -3 | 3 | 15 | -2 | -1 | 1.3 | 9
Cn1nc(-c2ccccc2)cc1NC(=O)c1cccs1 | -3 | 1 | -8 | -9 | 3 | -5 | 2 | -5.2 | 8
Cc1cccc(C(=O)NCCC(=O)N2CCc3ccccc3C2)c1 | 2 | 13 | -6 | -7 | 0 | -10 | 0 | 2.5 | 11
O=C(CCS(=O)(=O)c1cccc2nonc12)NCc1ccc(Cl)cc1 | -4 | 1 | 6 | 2 | -5 | 1 | 2 | -3.4 | 9
COc1ccc(CCC(=O)Nc2nnc(C)s2)cc1 | -3 | 8 | 13 | -4 | -26 | -5 | 0 | 0.8 | 9
CC(=O)N1CCc2c(sc(NC(=O)c3ccc(S(=O)(=O)N(C)CC4CCCO4)cc3)c2C(N)=O)C1 (configuration not stated) | 0 | -12 | 4 | 0 | 23 | -3 | 2 | -0.1 | 2
Cc1ccc(Oc2ccc(OCC(=O)Nc3ccncc3)cc2)cc1 | 6 | 18 | -21 | -13 | . | -12 | 12 | . | 34*
CCCSc1nc2c(cnn2-c2ccccc2)c(=O)n1N | 1 | 7 | 8 | -2 | -9 | 3 | 1 | -0.4 | 10
CCCCn1nnnc1C(c1ccccc1OC(F)(F)F)N1CCN(C/C=C/c2ccccc2)CC1 (configuration not stated) | -6 | 6 | -25 | -7 | . | -22 | -1 | . | 17
Cc1ccc2c(c1)N(CC(=O)N1CCCCCC1)C(=O)CO2 | 0 | -11 | -3 | 10 | 13 | -4 | 1 | -0.8 | 2

The list goes on; it opens with the 2 that closed the last part.
SMILES | CHRM5 agonist | CHRM4 antagonist | CHRM1 PAM | CHRM4 PAM | CRFR2-BP antag | M5 PAM | CHRM4 agonist | CRFBP-R2 agonist | CHRM5 antagonist
CCCCn1nnnc1C(c1ccccc1OC(F)(F)F)N1CCN(C/C=C/c2ccccc2)CC1 (configuration not stated) | -6 | 6 | -25 | -7 | . | -22 | -1 | . | 17
Cc1ccc2c(c1)N(CC(=O)N1CCCCCC1)C(=O)CO2 | 0 | -11 | -3 | 10 | 13 | -4 | 1 | -0.8 | 2
CC(=O)Nc1ccc(S(=O)(=O)N2CCN(C(=O)c3ncoc3-c3ccccc3F)CC2)cc1 | -4 | -2 | 9 | -4 | 3 | 2 | 3 | 0.2 | 7
CCCCN(C(=O)c1ccc(S(=O)(=O)N(CC)CC)cc1)c1c(N)n(CCC)c(=O)[nH]c1=O | -2 | 3 | -4 | 2 | -5 | -2 | 0 | 0.7 | 18
CC1C[N+](=C2C=C(N3CCOCC3)CC(C)(C)C2)CC(C)O1 (configuration not stated) | -2 | -2 | 5 | 18 | -28 | 5 | 0 | 3.3 | 0
C/C(=N\NC(=O)c1ccccc1)c1ccc(NC(=O)c2cccs2)cc1 | -1 | 1 | -2 | 4 | 3 | 3 | 1 | -0.7 | -2
O=[N+]([O-])c1cccnc1N1CCCCC1 | 0 | 6 | -1 | -2 | 5 | 6 | 0 | 0.9 | 24
Cc1cc(Br)c(NC(=O)COC(=O)c2ccc[n+]([O-])c2)c(Br)c1 | 4 | 1 | 7 | 6 | -22 | -6 | 1 | 0.2 | 13
CCc1ccccc1NC(=O)c1cc(S(=O)(=O)N2CCCC2)c[nH]1 | -1 | 2 | 1 | 1 | 8 | -3 | 1 | -1.4 | 1
CCN(CC)CCn1c2ccccc2c2nc3ccc([N+](=O)[O-])cc3cc21 | -1 | 14 | 5 | -8 | -6 | -3 | 0 | 2.9 | 3
Cc1sc2ncnc(N3CCC(C(=O)N(C)CC(=O)Nc4ccccc4Cl)CC3)c2c1C | -1 | 11 | 0 | -2 | -4 | -16 | 20 | -2.4 | -1
CC(C)c1ccc(NC(=O)Cn2cccc2C2=NC(c3ccccc3)CO2)cc1 (configuration not stated) | -3 | 1 | 4 | -11 | 1 | 0 | -2 | -0.8 | -4
CC(C)(C)OC(=O)C[C@H]1C/C=C\C[C@H](CC(=O)N(CCO)Cc2ccccc2)C(=O)N[C@@H](Cc2ccccc2)COC1=O | 0 | -4 | -4 | -3 | -3 | -9 | 15 | -0.2 | 6
COCCNC(=O)C1CC(c2ccccc2[N+](=O)[O-])=NO1 (configuration not stated) | 1 | 1 | 4 | 7 | 12 | 2 | 1 | 0.4 | 13

New compounds follow:
SMILES | CHRM5 agonist | CHRM4 antagonist | CHRM1 PAM | CHRM4 PAM | CRFR2-BP antag | M5 PAM | CHRM4 agonist | CRFBP-R2 agonist | CHRM5 antagonist
Cc1ccc(N(C(=O)c2csnn2)C(C(=O)NC2CCCC2)c2cccnc2)cc1 (configuration not stated) | -1 | 14 | -3 | -8 | -7 | -1 | 0 | 1.6 | 11
COCCNC(=O)c1ccc2c(c1)CCN2S(C)(=O)=O | 1 | -11 | 11 | 9 | -3 | 9 | 2 | 0.4 | 5
Cc1ccc(F)c(C(=O)N2CCCC(C)(C(=O)NS(=O)(=O)C3CC3)C2)c1F (configuration not stated) | 2 | -2 | 5 | 3 | . | -2 | 0 | . | 8
CCn1c2ccccc2c2cc(NC(=O)COC(=O)c3ccccc3O)ccc21 | 0 | 5 | 1 | -1 | 2 | -6 | 0 | 0.2 | 5
O=C(NCCOC(=O)c1ccc(C(=O)OCCNC(=O)c2cccnc2)s1)c1cccnc1 | 2 | 7 | 4 | -7 | -4 | -3 | 0 | -0.9 | -6
Cc1ccc(/C(O)=C2\C(=O)C(=O)N(CCCN3CCOCC3)C2c2ccccc2F)cc1 (configuration not stated) | 1 | -7 | 11 | 3 | 2 | 0 | 0 | 0.8 | -1
CCCNC(=O)C1(C)CCN(C(=O)c2cc(C(C)(C)C)nn2C)C1 (configuration not stated) | 2 | -4 | 4 | 2 | . | 2 | 0 | . | 15
CSc1nnnn1CCn1nnnc1SC | -3 | -12 | -3 | 4 | -2 | -12 | 0 | 0.6 | -4
Cc1occc1C(=O)N/N=C/c1c(O)ccc2ccccc12 | 1 | -5 | 18 | -4 | 8 | 4 | 8 | 0.6 | -7
COc1ccc(CNC(=O)CSc2ncnc3ccccc23)cc1OC | 0 | 0 | 5 | 7 | 29 | 3 | 2 | -2.1 | 4
COc1ccc(Br)c(Cn2c(C)c(C(=O)NCc3cccs3)sc2=O)c1 | 1 | -11 | -5 | 1 | . | -9 | 8 | . | 0
COc1ccc(OCc2cc(C(=O)N(C)C3CCOCC3)no2)c2ccccc12 | -1 | 1 | 7 | -3 | -6 | -3 | 16 | 0.5 | 7

Other entries:
SMILES | CHRM5 agonist | CHRM4 antagonist | CHRM1 PAM | CHRM4 PAM | CRFR2-BP antag | M5 PAM | CHRM4 agonist | CRFBP-R2 agonist | CHRM5 antagonist
COc1ccccc1N1CCN(CCc2n[nH]c(=S)n2-c2ccccc2)CC1 | -5 | 4 | 1 | -6 | -2 | -11 | 4 | -0.7 | 7
Cc1cc(C)c2cc(CN(CCCN(C)C)C(=S)NCc3ccccc3)c(=O)[nH]c2c1 | -10 | -2 | 4 | 2 | -6 | 3 | 2 | 3.9 | 3
CCOCCCNC(=O)C(NC(=O)Cc1cccs1)c1ccccc1 (configuration not stated) | -3 | -1 | 4 | 4 | 3 | -2 | 0 | -0.6 | 13
O=C(CN1C(=O)NC2(CCCCC2)C1=O)Nc1ccc2c(c1)OCCCO2 | 3 | -7 | 8 | 6 | -3 | -6 | 4 | -0.4 | 8
Cc1ccccc1C(=O)NC1CCCCCCC1 | 0 | 12 | 1 | -2 | 3 | -5 | 1 | -1.6 | 2
O=C(CSc1nnnn1C1CCCCC1)Nc1ccccc1F | 2 | -11 | 11 | 2 | 33 | -1 | 1 | -0.7 | 11
O=C(CCC(=O)c1ccc(F)cc1)NN1C(=O)NC2(CCCCC2)C1=O | 0 | -12 | 11 | 9 | -1 | -1 | 2 | -1.0 | -4
O=C(O)CSCC(=O)Nc1cccc2ccccc12 | 2 | 4 | -3 | 2 | 10 | -1 | 0 | 0.5 | 3
CCOC(=O)C(NS(=O)(=O)c1ccccc1)(C(F)(F)F)P(=O)(OCC(C)C)OCC(C)C (configuration not stated) | 1 | -7 | 5 | 2 | 11 | 6 | 1 | -3.9 | -3
O=C(CN1C(=O)/C(=C/c2ccccc2F)Sc2ccccc21)NCCCN1CCOCC1 | -7 | 8 | 4 | -2 | 6 | -3 | 7 | 6.5 | 9

Compound activity deposited in PubChem by several laboratories.
